# From PubChem
# SRC3 inh = inhibits human SRC3 coactivator. Q9Y6Q9. HEK293 GAL4-SRC3 luciferase reporter, luminescence. inhibition, % at 3.6 µM. 360,000 tested, 0.17% active. AID 588352;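 active means inhibition above a per-campaign cutoff, the mean of all compounds plus 3 SD, cut at about 60% in these data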;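 further: 0% = DMSO-treated cells and 100% = gossypol-treated cells at 36 µM; higher means less SRC3-driven luciferase light from the GAL4 reporter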
# LRH-1 inv ag = suppresses constitutive activity of human LRH-1; 360,000 tested, 0.13% active; inhibition, % at 3.6 µM; O00482; HEK293T StAR-luciferase reporter, LRH-1 transfected, 24 h;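 active means inhibition above the mean inhibition of all tested compounds plus 3 SD, cut at about 73% in these data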;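 further: 0% = DMSO wells and 100% = reporter-only cells lacking LRH-1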
# TROY signal inh = blocks TROY-dependent signaling in reporter cells | Q293 LMP1-TROYcd NF-kB luciferase reporter, 4 h | inhibition, % at 10 µM | 360,000 tested, 0.98% active;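 active means compounds whose plate-normalised and pattern-corrected inhibition of the luciferase reporter signal at the single screening dose is 50% or more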
# TRAIL sens C8 = sensitizes caspase-8 expressing cells to TRAIL | NB7+C8 cells + TRAIL, ATPlite viability luminescence | inhibition (viability loss, TRAIL sensitization), % at 10 µM | 360,000 tested, 1% active | AID 624354;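 active means compounds causing at least 50% loss of cell viability in the single-dose screen, relative to plate controls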
# Shn3 3UTR inh = inhibitors of Schnurri-3 3'UTR reporter in osteoblasts. Clone20 osteoblast Shn3 3'UTR firefly luciferase, 24 h. inhibition, % at 12.5 µM. 360,000 tested, 0.52% active. AID 588674;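 active means mean inhibition of at least 75% with every replicate also reaching 75%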;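 further: 0% = median of neutral control wells and 100% = pilot-screen positive control compound; some compounds past the cut are filed as inactive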
# COUP-TFII inh = NR2F2 (human) inhibition, primary screen; P24468; HEK293T NGFI-A luciferase reporter, luminescence; inhibition, % at 8.6 µM; 370,000 tested, 0.7% active; AID 686940;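 active means inhibition above a per-plate cutoff, mean inhibition of test wells between control levels plus 3 SD, cut at about 38% in these data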;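 further: cells cotransfected with COUP-TFII expression vector driving the NGFI-A reporter; 0% = median of COUP-TF2 test wells and 100% = reporter-only cells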
# TWEAK-Fn14 inh = TWEAK-Fn14 signaling inhibition | TWEAK-stimulated Fn14 reporter cells, luciferase luminescence, 8 h | inhibition, % at 10 µM | 360,000 tested, 2% active | AID 1159606; in the data active means inhibition above about 50%
# KKLEB cytotox = reduces viability of KKLEB cystic fibrosis airway cells; 360,000 tested, 0.36% active; KKLEB CF airway cells viability, ATPlite luminescence, overnight; hits give low values; cells stimulated with P. aeruginosa culture filtrate; activity change (cytotoxicity), % at 5 µM;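 active means corrected activity change at or below -50% at 5 µM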
# CF NFkB block = blocks PAF-induced NF-kB reporter in cystic fibrosis cells; inhibition, % at 5 µM; KKLEB NF-kB-GFP reporter, GFP fluorescence overnight; AID 588850; 360,000 tested, 0.86% active;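 active means at least 50% inhibition at 5 µM, scaled per plate between neutral and stimulator controls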;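 further: PAF is a Pseudomonas aeruginosa culture filtrate used as stimulus; plate controls were PAF-stimulated DMSO wells for no effect and unstimulated DMSO wells for full effect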
# SRC1 inh = inhibitors of human steroid receptor coactivator 1 (SRC1) | 360,000 tested, 0.12% active | HEK293 GAL4-SRC1 luciferase reporter, luminescence | AID 588354 | inhibition, % at 3.6 µM | Q15788;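 active means inhibition above the campaign mean plus 3 SD, with each screening campaign given its own cutoff, cut at about 60% in these data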;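 further: 0% = DMSO treated cells and 100% = gossypol at 36 µM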
# LMP1 NFkB inh = Epstein-Barr LMP1 NF-kappaB reporter inhibition. inhibition, % at 12.5 µM. AID 504558. LMP1-induced NF-kappaB luciferase reporter cells, luminescence. 350,000 tested, 0.69% active; in the data active means inhibition above about 41%;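 further: 0% = neutral control wells and 100% = reference inhibitor control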
# * hit, by the source's call; x = not tested or not shown.
SMILES,SRC3 inh,LRH-1 inv ag,TROY signal inh,TRAIL sens C8,Shn3 3UTR inh,COUP-TFII inh,TWEAK-Fn14 inh,KKLEB cytotox,CF NFkB block,SRC1 inh,LMP1 NFkB inh
Cc1cccc(C)c1NC(=O)COC(=O)CN1C(=O)C2CCCCC2C1=O (stereo not drawn),14,-9,-9,-7,3,-25,1,9,-11,2,-1
COc1cccc(OC)c1C(=O)Nc1ccc2nc(C)c(C)nc2c1,-7,-15,-35,-24,-31,-10,-10,6,-6,-11,-11
Cc1cc([N+](=O)[O-])ccc1NC(=O)c1sc2ncn(CC(=O)N3CCOCC3)c(=O)c2c1C,-20,18,0,-18,20,-8,-14,-7,6,9,3
COCCNC(=O)C(C)OC(=O)c1cc2sccc2n1C (stereo not drawn),10,-9,-13,-17,-34,0,5,1,4,2,10
O=C(c1cc2ccccc2oc1=O)N1CCN(Cc2ccc3c(c2)OCO3)CC1,6,-8,2,-21,-3,-3,3,10,4,-20,-6
CC1(C)Cc2nc3oc4c(NCc5ccccc5)ncnc4c3cc2CO1,5,7,0,3,10,0,28,-4,4,9,-21
S=C1NCN(Cc2ccccc2)CN1C1CCCCC1,14,1,-7,1,21,6,13,-13,1,-2,-14
O=C(COC(=O)CCCOc1ccccc1)NNC(=O)c1ccc([N+](=O)[O-])cc1,-21,-2,-3,0,0,1,2,2,0,16,-4
O=C1c2ccccc2C(=O)N1Nc1ccccc1,1,39,-9,8,2,1,-13,3,-3,-14,-2
CCOC(=O)N1CCN=C1SCc1ccc(C(F)(F)F)cc1,0,11,-7,0,2,0,21,-6,16,4,-1
CC1CN(C(=O)Nc2cccc(C(F)(F)F)c2)CC(C)O1 (stereo not drawn),9,-11,6,-1,-11,-3,-11,13,-8,-39,6
Cc1ccc(OCC(=O)N2CCC(C)CC2)c([N+](=O)[O-])n1,-21,5,2,-9,12,2,4,1,8,-8,1
O=C1CN(c2nc3ccccc3n3cnnc23)CC(=O)N1CCc1ccccc1,14,7,-4,-5,-6,-15,3,9,-2,-8,-1
CNC(=O)c1cn2c3c(ccc(Cl)c3c1=O)OC(C)C2 (stereo not drawn),-9,7,-16,-30,11,4,1,-2,-8,22,-4
CCn1c(=S)[nH]c2sc3c(c2c1=O)CCCC3,-18,-13,-13,8,13,-5,15,-6,-2,-25,-7

# 3 compounds drawn at random from those above, as already listed:
SMILES,SRC3 inh,LRH-1 inv ag,TROY signal inh,TRAIL sens C8,Shn3 3UTR inh,COUP-TFII inh,TWEAK-Fn14 inh,KKLEB cytotox,CF NFkB block,SRC1 inh,LMP1 NFkB inh
O=C(c1cc2ccccc2oc1=O)N1CCN(Cc2ccc3c(c2)OCO3)CC1,6,-8,2,-21,-3,-3,3,10,4,-20,-6
Cc1cccc(C)c1NC(=O)COC(=O)CN1C(=O)C2CCCCC2C1=O (stereo not drawn),14,-9,-9,-7,3,-25,1,9,-11,2,-1
O=C(COC(=O)CCCOc1ccccc1)NNC(=O)c1ccc([N+](=O)[O-])cc1,-21,-2,-3,0,0,1,2,2,0,16,-4

# (listing goes on)
SMILES,SRC3 inh,LRH-1 inv ag,TROY signal inh,TRAIL sens C8,Shn3 3UTR inh,COUP-TFII inh,TWEAK-Fn14 inh,KKLEB cytotox,CF NFkB block,SRC1 inh,LMP1 NFkB inh
CCN(CC)CCOc1nnc(-c2ccc(C)cc2)c2ccccc12,10,0,-16,1,23,-17,0,8,-3,-6,13
Cc1cc(C)n(CC(=O)N2CCCC(N3CCN(c4ccc(F)cc4)CC3)C2)n1 (stereo not drawn),12,35,9,-7,-5,-10,13,3,21,-6,4
Cc1ccc(S(=O)(=O)N2CCN(C(=O)COC(=O)CCOc3cc(C)ccc3C)CC2)cc1,7,24,1,-1,7,6,5,-4,4,6,7
CNC(=O)C[C@@H]1C(=O)N(c2ccc(Br)cc2)CC1(C)C,3,-28,-10,-13,-17,-8,-15,-2,-11,-2,-5
CC(C)Sc1cc(N2CCCC2)nc(-c2ccc(F)cc2)n1,3,-4,3,-4,15,7,-7,-4,3,2,8
CCN(c1ccccc1)S(=O)(=O)c1ccc(Cl)c(NC(=O)COC(=O)c2ccc(O)cc2)c1,9,-3,44,3,-11,-1,26,-9,-7,0,-8
COC(=O)C[C@H]1c2cc(F)cc(F)c2S(=O)(=O)N1C1CCN(Cc2ccccc2)CC1,-10,-2,-8,14,8,-17,-15,0,-4,-7,-1
CCOC(=O)CNC(=O)CSc1ncnc2c1cnn2Cc1ccccc1,-18,1,-4,-7,-1,18,2,-9,15,-10,5
O=C1CC(NS(=O)(=O)c2ccc([N+](=O)[O-])cc2)CN1c1ccc2c(c1)OCCO2 (stereo not drawn),8,20,-6,-9,-16,5,2,-15,-6,16,5
CCOC(=O)C1(Cc2ccc(OC)cc2)CCN(C(=O)CCc2cnccn2)CC1,3,11,-55,13,-31,7,-23,-7,-2,-16,-8
CC(=O)c1cnc(Nc2nc(C)c3cc(C)c(C)cc3n2)nc1C,9,1,1,-2,14,-4,-2,12,-24,6,-1
COc1ccc2[nH]c(=O)c(CN(C(=O)NC3CCCCC3)C3CCCCC3)cc2c1,-11,-2,-16,-3,29,-24,-6,1,5,7,9
Cc1cc(N/N=C/c2ccccc2[N+](=O)[O-])nc(-n2nc(C)cc2C)n1,4,-4,-15,14,80,10,-3,-1,11,-3,33
CCOC(=O)c1ccc(NC(=O)CCN2C(=O)C3CC=CCC3C2=O)cc1 (stereo not drawn),-12,-12,-11,4,-11,-7,-8,11,-18,-8,10
COc1ccc(CCNC(=O)c2ccccc2Cl)cc1OC,8,-2,3,6,-16,16,-2,-11,-3,13,-23
O=C(COC(=O)Cn1cnc2ccccc2c1=O)NCc1ccccc1,12,-23,0,-18,-5,18,-8,-1,16,-16,-4
Cc1nonc1C(=O)N/N=C/c1ccc(O)cc1O,10,-20,5,56*,68,-24,-28,8,-3,3,10
CNC[C@H](NC[C@@H](NCCCc1ccccc1)c1ccccc1)[C@H](C)O,-13,-11,-4,-5,0,3,0,0,3,2,-6
CCCCn1c(N)c(N(Cc2ccccc2OC)C(=O)c2ccc([N+](=O)[O-])s2)c(=O)[nH]c1=O,-6,4,-6,23,-12,2,6,-14,26,-2,-1
Cc1ccccc1-c1ccc2c(c1)O[C@@H](CN(C)C(=O)Nc1ccc(C(F)(F)F)cc1)[C@H](C)CN([C@@H](C)CO)S2(=O)=O,1,21,28,-2,24,-4,27,-4,8,2,2
COc1ccccc1CNS(=O)(=O)c1ccc(C)cc1,25,25,-15,3,10,-3,3,6,9,10,1
Cc1cc(C)cc(OCC(=O)NNC(=O)C2CCCO2)c1 (stereo not drawn),10,0,-24,1,12,8,4,16,-2,-41,12
CC(C)(C)CC(=O)Nc1nnc(CCc2ccccc2)s1,-43,-24,-22,1,-72,-38,-10,-5,18,-34,-25
COC(=O)c1cnc(Oc2ccc(NC(=O)NC(=O)c3c(OC)cccc3OC)cc2)cc1C(F)(F)F,-21,8,18,11,37,18,-13,-8,35,2,8
COc1ccc(C)cc1NC(=O)C1CCCN(S(=O)(=O)c2cccs2)C1 (stereo not drawn),-4,-5,-4,13,7,2,50,16,1,9,5
COc1ccccc1CNS(=O)(=O)CCNC1CCCCC1,-6,4,-7,1,-10,4,-4,9,-32,-1,-1
CN(C)C(=O)c1ccc(NC(=O)COC(=O)Cn2cc(C(F)(F)F)ccc2=O)cc1,-4,-6,13,8,0,-15,0,-4,2,-5,4
Cc1ccc(C)c(S(=O)(=O)Nc2ccccc2C(=O)Nc2ccc(S(=O)(=O)Nc3ncccn3)cc2)c1,15,-21,-12,-12,2,0,5,7,-5,-8,4
COC(=O)c1ccccc1NCc1cc(=O)oc2cc(O)c(O)cc12,3,-7,-12,12,-4,-3,9,-11,-8,-57,7
COc1cc(C)cc2c1OC(c1ccccc1)CC2=O (stereo not drawn),0,1,-32,13,-23,7,-10,2,-20,-6,-4
C[C@@H]1CN([C@@H](C)CO)C(=O)c2c(c3ccccc3n2C)-c2ccccc2CO[C@H]1CN(C)C(=O)[C@H](Cc1ccccc1)N(C)C,8,-17,5,3,-24,0,6,-5,5,-2,-1
C[C@H](CO)N1C[C@H](C)[C@H](CN(C)C(=O)c2ccccn2)Oc2ncc(Br)cc2C1=O,-15,-3,-11,7,-12,5,1,-15,8,7,20
O=C(N/C(=C\c1cccs1)C(=O)N1CCOCC1)c1ccco1,14,8,0,-4,17,20,1,9,8,2,5
O=C(O)CCn1c(-c2ccccc2)cc2ccccc21,9,6,6,-6,-11,1,-9,11,-7,9,-11
Cc1ccc(C)c(OC(C)C(=O)Nc2nccs2)c1 (stereo not drawn),-17,-17,-14,13,-4,17,3,6,-10,-1,-5
COc1cc2oc(=O)c(Br)c(C)c2c(OC)c1OC,26,10,-9,-1,-9,-11,-5,6,-40,-1,6
COc1ccccc1NC(=O)COc1ccc(/C=N/NC(=O)c2cccnc2)cc1,-26,21,0,-1,33,-23,-27,9,-21,-20,-10
O=C(CCNS(=O)(=O)c1ccccc1)OCc1nc2ccsc2c(=O)[nH]1,2,0,9,-4,2,1,-10,11,-24,-11,-3
O=C(Cn1c2ccccc2c2nc3n(c(=O)c21)CCS3)Nc1ccccc1,27,-6,0,5,-7,-17,-34,14,-14,15,0
CCOC(=O)Cn1c2ccc(OC)cc2c2nc3ccccc3nc21,4,5,-2,-1,4,-5,8,-46,26,5,3
Cc1ccc(CCNC(=O)CCS(=O)(=O)c2ccc(Br)cc2)cc1,-3,-5,4,1,3,13,22,0,10,12,4
Cc1cccc(C(=O)Nc2nnc(-c3cccnc3)o2)c1,4,-11,-40,-2,-23,8,-1,8,-9,-9,-86
C=CC[C@@H](Cc1ccc(F)cc1)C(=O)OC[C@H]1CCCN1C(=O)[C@@H](CC=C)CC(=O)N[C@@H](CO)Cc1ccccc1,-14,6,4,2,9,10,2,-1,-12,-3,3
O=S1(=O)CCN2C(c3cccc4ccccc34)=CSC2=N1,8,10,-13,-1,-17,-12,2,-1,-3,1,2
CCC(Oc1ccccc1)C(=O)N(CC)CC(=O)NCc1ccc(F)cc1 (stereo not drawn),-8,2,4,-19,11,-12,-4,-1,-3,-14,-1
CC(SC(C)C(=O)NN=Cc1cccc(Cl)c1)C(=O)NN=Cc1cccc(Cl)c1 (stereo not drawn),-10,-7,14,-8,30,-1,-5,11,-7,10,2
CC(=O)c1ccc(OC(C)C(=O)OCC(=O)NCCc2ccccc2)cc1 (stereo not drawn),12,54,-1,-5,7,-12,-3,1,17,8,-5
Cc1cccc(/C=N/N(CCO)C2=NS(=O)(=O)c3ccccc32)c1,-10,11,-7,1,-11,-2,-31,-3,8,8,-12
CCOC(=O)N/N=C/c1cccnc1,14,-4,-10,-4,-10,-6,-16,2,5,0,2
COCCCNCC#CCOc1ccc(OC)cc1,9,4,-11,8,0,-2,-14,-21,4,-7,4
COc1ccc(Oc2nc(-c3ccccn3)nc3ccccc23)cc1,-45,-76,-46,-13,20,-50,-20,-10,14,-37,x
COc1ccc([C@@H]2CC=C(C(=O)O)[C@H](c3cccc(Cl)c3)N2S(=O)(=O)c2ccc(C)cc2)cc1OC,11,-6,-5,0,12,10,6,-7,27,9,0
COc1ccc(C(=O)NCC(=O)OCC(=O)c2cc(OC)c(OC)c(OC)c2)cc1OC,6,0,15,-7,10,15,-5,-3,-3,9,-3

# This is a subset (hit frequency here may not be typical).
